Screening data deposited in PubChem BioAssay by National Center for Advancing Translational Sciences (NCATS).
TCR act – Activators of T cell receptors: qHTS campaign | primary human leukocytes, anti-CD3, IL-2 HTRF, 48 h | Potency, µM (titrated, usually from 9.22 µM), without a hit: at the highest dose activation of IL-2 secretion, most hits filed as activators | 330,000 tested, under 10 active | AID 504894, 2011; note: % of control where 0% means no effect
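48 hr co-incubation of compounds, a-CD3 beads and primary human leukocytes; IL-2 quantified homogeneously by HTRF with anti-IL-2 K and d2 conjugates.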
Integrin act MD – qHTS for Activators of Integrin-Mediated Alleviation for Muscular Dystrophy; alpha7betagal myoblasts, beta-gal FDG fluorescence, 48 h; Potency, µM (titrated, usually from 38.3 µM), without a hit: at the highest dose activation, hits mostly activators; actives 0.064% (n = 350,000);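 note: potency is the fitted concentration of half-maximal effect; 100% = response of the positive control SU9516; nearly all actives have a fitted effect of over 60% in size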
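alpha7betagal+/- myoblasts (passage 13, 250/well) treated 48 h at 37C with compounds at 1:260 dilution of DMSO stock. Lysed, then beta-galactosidase activity read as FDG fluorescence (ex 480/em 540) after 30 min, with pre-read for autofluorescence.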
A-T KAP1 phos – qHTS Assay for Identifying a Potential Treatment of Ataxia-Telangiectasia | […] A-T fibroblasts, KAP-1 phosphorylation AlphaLISA; neocarzinostatin DNA damage 30 min before lysis | Potency, µM (titrated, usually from 57.5 µM), for the others: at the top dose activation, usual class: activators | actives 0.19% (n = 320,000); note: potency is the fitted concentration of half-maximal effect; % of control where 0% means no effect; nearly all actives have a fitted effect of over 45% in size
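hTERT-immortalized A-T patient fibroblasts ([…]), 500 cells/well in OPTI-MEM, 1% FBS, got compounds for 60 min, then NCS for 30 min at 37C. Lysates were then assayed for phospho-KAP-1 by AlphaLISA (anti-pKAP1 donor, anti-KAP1 acceptor beads), 6 hr at 25C.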
Tb PFK block – qHTS Assay to Find Inhibitors of T. brucei phosphofructokinase; ATP-dependent 6-phosphofructokinase (Trypanosoma brucei brucei), O15648; T. brucei PFK, ADP-Glo luminescence; Potency, µM (highest dose often 57.5 µM), for the others: top-dose activity, negative = inhibition, usual class: inhibitors; actives 0.17% (n = 330,000);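 note: potency is the fitted concentration of half-maximal effect; 0% = uninhibited 1x PFK enzyme wells and -100% = no-enzyme wells; nearly all actives have a fitted effect of over 60% in size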
Target sequence (O15648 whole entry, looked up): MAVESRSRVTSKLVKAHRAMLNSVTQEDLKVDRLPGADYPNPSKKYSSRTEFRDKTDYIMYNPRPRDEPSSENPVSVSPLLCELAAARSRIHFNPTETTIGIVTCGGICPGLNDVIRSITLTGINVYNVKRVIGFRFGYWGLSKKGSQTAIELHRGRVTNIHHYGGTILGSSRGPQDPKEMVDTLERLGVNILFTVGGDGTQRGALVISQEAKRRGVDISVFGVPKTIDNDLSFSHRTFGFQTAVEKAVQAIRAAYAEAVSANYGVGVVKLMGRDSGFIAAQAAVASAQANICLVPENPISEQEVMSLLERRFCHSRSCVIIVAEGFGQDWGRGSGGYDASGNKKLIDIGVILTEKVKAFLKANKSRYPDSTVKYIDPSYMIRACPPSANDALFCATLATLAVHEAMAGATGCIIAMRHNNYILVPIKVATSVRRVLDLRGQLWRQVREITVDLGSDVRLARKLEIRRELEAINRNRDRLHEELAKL
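In TEA buffer at pH 8.0 with 5 mM MgCl2, enzyme (1.25 nM) converted F6P (0.5 mM) and ATP (0.1 mM) for 45 min at room temperature. ADP product was read by luciferase luminescence.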
Mito fusion act – qHTS Assay for Small Molecule Inhibitors of Mitochondrial Division or Activators of Mitochondrial Fusion; S. cerevisiae fusion-defective mutant growth rescue, CellTiterGlo 48 h; Potency, µM (highest dose often 46.1 µM), for inactives: top-dose growth rescue (activation), hits mostly activators; actives 0.23% (n = 320,000); AID 485298, 2010;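 note: potency is the fitted concentration of half-maximal effect; % of control where 0% means no effect; nearly all actives have a fitted effect of over 45% in size; temperature-sensitive fusion mutants such as fzo1-1 at 37 °C on non-fermentable ethanol glycerol medium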
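Growth-rescue viability read-out: after 48 h at the non-permissive 37C in glycerol/ethanol YPEG, yeast mitochondrial fusion mutants are measured by CellTiterGlo luminescence; compounds (23 nl pinned per well) restoring growth score as division inhibitors or fusion activators.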
ELG1 repair inh – qHTS screen for small molecules that inhibit ELG1-dependent DNA repair in human embryonic kidney (HEK293T) cells expressing luciferase-tagged ELG1; HEK293T ELG1-luciferase reporter, luminescence, 16 h; DNA damage induced by 5-fluorouridine; Potency, µM (top dose mostly 46.1 µM), for the others: at the top dose activity change, negative = inhibition, most hits filed as inhibitors; actives 2.3% (n = 330,000); note: potency is the fitted concentration of half-maximal effect; % is set by controls: 0 for no effect and ±100 for the full control effect; nearly all actives have a fitted effect of over 55% in size
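Step one: seed 2,000 cells per well. Step two: pin-transfer compound or DMSO alongside 5-fluorouridine. Step three: incubate 16 hr, 37 °C, 5% CO2. Step four: add ONE-Glo, wait 30 min, read luminescence.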
Eya2 phos inh – qHTS Assay for Inhibitors of the Phosphatase Activity of Eya2; Protein phosphatase EYA2 (Homo sapiens), O00167; recombinant Eya2, OMFP fluorescence dephosphorylation (OMFP is methylfluorescein phosphate); actives 0.006% (n = 330,000); Potency, µM (highest dose often 76.9 µM), without a hit: top-dose activity, negative = inhibition, actives largely listed as inhibitors; note: potency is the fitted concentration of half-maximal effect; % is set by controls: 0 for no effect and ±100 for the full control effect
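Eya2 (0.2 uM) preincubated 10 min at ambient with compound, then OMFP substrate added at 50 uM; 10 min reaction in 50 mM HEPES pH 7.5, 50 mM NaCl, 5 uM MgCl2, 0.05% BSA, 1 mM DTT. Fluorescence read at Ex 485/Em 525 nm.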
TSG101-PTAP inh – qHTS Assay for Iinhibitors of HIV-1 Budding by Blocking the Interaction of PTAP/TSG101; Tumor susceptibility gene 101 protein (Homo sapiens), Q99816; Potency, µM (series often up to 115 µM), for the others: top-dose activity change, negative = inhibition, actives largely listed as inhibitors; Fluorescence polarization, FITC-PTAP peptide / Tsg101 binding; 340,000 tested, under 10 active; AID 493005, 2010; active = well fitted inhibition curve with a large enough effect in the main read-out, with a control signal flat, not every such curve was filed as active; inconclusive = small, poorly fitted or top-dose-only effect, or effect the other way, or a change in a side signal; inactive = no such curve, though single readings can be large or run the other way; note: potency is the fitted concentration of half-maximal effect; % of control where 0% means no effect
Target sequence (Q99816 whole entry, looked up): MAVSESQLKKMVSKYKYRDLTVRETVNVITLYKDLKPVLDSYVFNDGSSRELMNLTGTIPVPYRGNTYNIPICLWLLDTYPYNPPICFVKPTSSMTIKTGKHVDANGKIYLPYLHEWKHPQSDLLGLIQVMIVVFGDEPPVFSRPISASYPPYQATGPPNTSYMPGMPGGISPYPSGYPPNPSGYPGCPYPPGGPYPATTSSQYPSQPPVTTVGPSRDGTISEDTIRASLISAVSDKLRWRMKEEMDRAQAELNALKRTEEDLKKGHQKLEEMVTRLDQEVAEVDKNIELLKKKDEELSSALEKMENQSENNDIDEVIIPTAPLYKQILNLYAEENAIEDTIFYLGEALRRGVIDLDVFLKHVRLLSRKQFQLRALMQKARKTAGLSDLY
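Tsg101 binding domain (10 uM final) was mixed with compound and a FITC-labeled PTAP peptide (50 nM final) in HEPES pH 7.5 buffer with NaCl, Tween 20, EDTA and TCEP; fluorescence polarization was read after 20 min at r.t.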
Chronic BCR inh – qHTS Assay to Find Inhibitors of Chronic Active B-Cell Receptor Signaling | ABC-DLBCL IkBa-CBG/CBR reporter, luminescence ratio, 4 h | Potency, µM (highest dose often 46.1 µM), inactives show top-dose ratio change, negative = lower green/red ratio, most hits filed as inhibitors | actives 0.05% (n = 340,000); active = well fitted inhibition curve with a large enough effect in the signal ratio, with a control signal flat, not every such curve was filed as active; inconclusive = small, poorly fitted or top-dose-only effect, or effect the other way, or a change in a side signal; the % refers to the signal ratio;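 note: potency is the fitted concentration of half-maximal effect; plate controls were basal doxycycline-induced cells for no effect and cells given 10 µM MG132 for full effect; MG132 reads +100%, hits lower the ratio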
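Concentration-response series (up to 46 uM) were applied to TMD8 dual-reporter cells for 4 h at 37C with doxycycline. Green/red ratio, after filter-overlap correction, defined %Activity; red signal alone was normalised to basal cells and zero luminescence.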
ASM inhibitor – Inhibitors of Secretory Acid Sphingomyelinase (S-ASM): qHTS; placental ASM, HMU-PC fluorogenic substrate, 60 min; Sphingomyelin phosphodiesterase (Homo sapiens), P17405; Potency, µM (highest dose often 57.5 µM), for inactives: at the top dose activity change, negative = inhibition, usual class: inhibitors; actives 0.006% (n = 340,000); note: potency is the fitted concentration of half-maximal effect
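qHTS format. ASM enzyme prepared from human placenta hydrolyses the fluorogenic substrate HMU-PC0 (9 uM final) over 60 min at 37 °C after a 10 min compound preincubation.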
TSHR antagonist – Antagonists of the Thyroid Stimulating Hormone Receptor: HTS campaign; Thyrotropin receptor (Homo sapiens), P16473; TSHR-expressing cells, TSH-stimulated cAMP HTRF, 2 h; active compounds read low; activity change, negative = inhibition, % at 11.5 µM; actives 0.2% (n = 330,000); AID 504810, 2011;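 active = activity change below a set negative limit, meaning inhibition stronger than a set level, cut at about -70% in these data; inconclusive = activity change between two set negative limits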; note: % is set by controls: 0 for no effect and ±100 for the full control effect
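Inhibition of cAMP made by TSHR-expressing cells under TSH stimulation (4nM final, EC80; 2 h, 37 deg C) is quantified with a one-step lysis HTRF kit, anti-cAMP cryptate versus cAMP-d2.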
* marks the source's active call; other numbers are inactive results; u = inconclusive; x = no result given; [ ] = another dose, or the depositor's remark. Unless noted, calls come from the whole dose curve; as a rule, active = well fitted curve in the direction sought with a large enough effect; inconclusive = small, poorly fitted or top-dose-only effect, or another doubt; inactive = no such curve, though single readings can be large; an effect the other way counts as inactive or inconclusive. Random draw from the library; overall some 3.2% were active at least once.

SMILES	TCR act	Integrin act MD	A-T KAP1 phos	Tb PFK block	Mito fusion act	ELG1 repair inh	Eya2 phos inh	TSG101-PTAP inh	Chronic BCR inh	ASM inhibitor	TSHR antagonist
Cc1ccc(C2/C=C\CC(NC(=O)OCC3c4ccccc4-c4ccccc43)CC(=O)N2Cc2ccccc2)cc1 (stereo not given)	-4%[46.1 µM]	-30%	4%	0%	x	-3%	-13%	-2%	-5%	u	-36
Cc1ccc(S(=O)(=O)Nc2ccc3cn[nH]c3c2)c(C)c1	-2%	5%	9%	-1%	-4%	0%	-15%	-12%	-3%	2%	-17
OCCNc1nc(-c2ccccc2)nc2ccccc12	6%	-4%	3%	-1%	7%	-4%	u	-3%	11%	2%	-4
COc1ccc(C(=O)OCC(N)=O)cc1[N+](=O)[O-]	-2%[46.1 µM]	-2%	1%	1%	-3%	19%	9%	-1%	u	7%	-7
CCOC(=O)C(NC(C)=O)C(=O)Nc1ccc(C(C)(C)C)cc1 (stereo not given)	1%	5%	-2%	1%	-1%	-2%	2%	-1%	-7%	1%	0
N#CCSc1ccccc1NC(=O)COc1ccc(-c2nnco2)cc1	8%	-19%	22%	-1%	-1%	u	4%	u	1%	2%	3
CCN(CC)C(=O)CSc1nc2cc3c(cc2c(=O)n1Cc1ccc(OC)cc1)OCO3	1%	-8%	4%	0%	1%	-23%	-9%	-1%	10%	-1%	14
CCC1(c2ccccc2)NC(=O)N(Cc2ccc(C(=O)OC)cc2)C1=O (stereo not given)	-8%[46.1 µM]	-34%	0%	4%	3%	u	-4%	-1%	2%	-1%	7
CCN(CC(=O)Nc1c(F)cccc1F)C(=O)CCC(=O)c1ccc(C)cc1	4%	-18%	-11%	4%	0%	u	-3%	1%	u	-1%	0
O=c1[nH]nc(N/N=C/c2ccc(Cl)cc2Cl)c(=O)[nH]1	-1%	u	-4%	3%	-1%	u	-4%	-3%	2%	-1%	-6
COC(=O)c1cc(Cl)c(NC(=O)c2ccc(C(C)(C)C)cc2)cc1OC	x	-17%[7.66 µM]	1%	2%	9%	u	-31%	-2%	-1%	-7%	-42
COc1ccc(NC(=O)/C(C#N)=C\c2cc(C)n(-c3ccc4c(c3)OCO4)c2C)cc1	1%[46.1 µM]	-30%	0%	-1%	3%	-22%	-3%	3%	u	-1%	-23
CC(C)NC(=O)Cn1cc(C(=O)C(=O)N2CCOCC2)c2ccccc21	4%	0%	-2%	-6%	-1%	2%	14%	-8%	-1%	-2%	-9
CS(=O)(=O)c1ccccc1-c1nnc(-c2ccc(Cl)cc2)o1	5%	-14%	1%	-3%	5%	13%	-26%	-2%	u	-4%	5
Cc1cc(C)cc(NC(=O)C2CCN(S(=O)(=O)c3ccc4[nH]c(=O)ccc4c3)CC2)c1	2%	-31%	9%	1%	-1%	-12%	-10%	-2%	17%	-4%	-1
O=C(c1ccco1)N1CCN(c2nc(-c3ccc(F)cc3)cs2)CC1	-1%	6%	-5%	2%	8%	6%	8%	-2%	10%	0%	8
COCCN(C(=S)Nc1cccc(OC)c1)C(C)c1cccs1 (stereo not given)	11%[46.1 µM]	-16%	0%	5%	7%	17%	17%	-3%	8%	3%	11
CC1=CC(C)(C)N(C(=O)CSc2nnc(N)s2)c2c(C)cc(C)cc21	-7%	9%	5%	0%	6%	0%	-21%	-2%	-7%	0%	-5
Cc1noc(C)c1S(=O)(=O)N(CC(=O)Nc1ccc2c(c1)OCO2)c1ccc(C(C)C)cc1	4%	23%	5%	2%	-1%	-16%	-5%	-1%	3%	-9%	-13
Cc1cc(C)c(C)c(S(=O)(=O)NCc2cccnc2)c1C	-4%	-2%	-5%	-2%	-5%	0%	6%	-6%	1%	3%	4
Cc1c(N=Cc2nc3ccccc3n2C)c(=O)n(-c2ccccc2)n1C	-2%	-1%	1%	-2%	2%	u	-17%	-6%	u	0%	1
COc1ccccc1Nc1nnc(SCC(=O)c2c(N)n(C3CC3)c(=O)[nH]c2=O)s1	-15%[46.1 µM]	u	-13%	-14%	x	1%	2%	-4%	u	-1%	7
CCC(C)NC(=O)Cn1nc(Cc2ccncc2)c2ccccc2c1=O (stereo not given)	8%	-19%	-2%	-7%	-9%	2%	-1%	-2%	-7%	-3%	4
CC(CC(=O)NCc1cccnc1)c1ccccc1 (stereo not given)	-7%[46.1 µM]	21%	-2%	-4%	0%	13%	-6%	5%	6%	-3%	14
Cc1ccc(C(=O)Nc2sc(C)c(-c3ccccc3)c2C(N)=O)cc1[N+](=O)[O-]	0%	21%	3%	-7%	1%	u	-6%	-1%	u	-1%	-8
CCOc1ccc(CC2CC(=O)NC2=O)cc1 (stereo not given)	-2%	-12%	5%	4%	1%	-2%	-5%	-4%	1%	0%	5
O=C(c1ccco1)N1CCN(C(=O)C2CCN(S(=O)(=O)c3cnc[nH]3)CC2)CC1	-3%	-20%	-4%	-10%	0%	6%	-33%	0%	1%	1%	-5
CCC(C(=O)Nc1ccc(OC)c(Cl)c1)c1ccccc1 (stereo not given)	7%[46.1 µM]	-19%	1%	3%	-9%	u	2%	-1%	-1%	0%	-2
COc1ccc(CNC(=O)CN(C(=O)CCC(=O)Nc2ccccn2)c2ccc3c(c2)OCO3)cc1	-4%	-19%	-5%	-2%	0%	9%	-2%	-2%	-1%	6%	6
O=C(NCCCN1CCCC1=O)C(=O)NCC1OCCN1S(=O)(=O)c1ccc(Cl)cc1 (stereo not given)	-1%	5%	9%	-1%	-1%	-2%	2%	x	0%	5%	-4
O=C(C1CCN(S(=O)(=O)c2cccc3cccnc23)CC1)N1CCCCC1	0%	4%	-1%	-2%	8%	u	2%	-8%	2%	-2%	-6
Clc1cccc(CN2COc3c(cc(Cl)c4cccnc34)C2)c1	1%[46.1 µM]	x	-9%	12%	2%	u	-12%	x	-2%	x	2
O=C(Nc1ccc(Cl)cc1)Nc1ccccc1C(=O)O	-13%	-3%	-4%	-1%	7%	u	0%	-6%	x	11%	7
CC(C)N1CCN(Cc2cccs2)CC1CCO (stereo not given)	-4%	-19%	6%	-2%	7%	-11%	-3%	-7%	u	-2%	26
Cc1ccnc(NC(=O)COc2ccc(Cl)cc2)n1	1%	14%	-32%	-13%	-4%	u	0%	-6%	-2%	3%	10
CCOC(=O)N1CCC(NC(=O)Cn2ncc3c2-c2cc(C)ccc2OC3)CC1	-3%	-9%	10%	4%	-1%	-8%	14%	-4%	-11%	-1%	5
CN(C)CCNC(=O)C(=O)NCC1OCCN1S(=O)(=O)c1cc(F)ccc1F (stereo not given)	4%	-20%	2%	-2%	2%	9%	0%	0%	3%	1%	-4
COc1ccc(Cc2nnc(NC(=O)c3cccs3)s2)cc1OC	x	-20%	-6%	-6%	6%	-19%	8%	-5%	1%	3%	-11
Cc1ccc(C(=O)CCC(=O)Nc2ccc(C)cn2)cc1	1%	-6%	-2%	-4%	2%	9%	8%	-2%	u	3%	1
CC(C)OC(=O)CCC(=O)Nc1nc2ccccc2s1	0%	16%	8%	-2%	-2%	u	40%[15.4 µM]	-2%	8%	-1%	-5
CCOC(=O)c1ccc(S(=O)(=O)NC2CCC(C)CC2)cc1 (stereo not given)	-8%	-39%	12%	0%	10%	1%	-6%	0%	u	-3%	-11
